Source: PubChem BioAssay
WT yeast gro inh – growth inhibition of WT strain, primary screen, mitochondrial fusion inhibitor project, WT and mutant strains, chemical genetic. inhibition, % at 10 µM. mitochondrial fusion phenotypic screen. hit rate 2.1% among 190,000; in the data active = inhibition above about 58%; tested in S. cerevisiae
Lipid droplet – inhibitors of hepatocyte lipid droplet formation, primary screen, imaging, high-throughput imaging, BODIPY stain. inhibition, % at 6.5 µM. hit rate 0.4% among 240,000. AML12 mouse hepatocytes, oleate lipid droplets;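 active = lipid droplet intensity inhibited by at least 50%, with more than 500 cells counted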
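material = mouse AML12 hepatocyte cell line, fixed after treatment | also added = 100 µM oleic acid challenge | doses = compound at 6.5 µM only | schedule = overnight exposure | technique = Image-based BODIPY and DAPI two-channel analysis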
bCat nuc transl – modulators of beta-catenin nuclear translocation, primary screen, imaging, HeLa cells, immunofluorescence, high-content; nuclear translocation activity, % at 5 µM; hit rate 0.3% among 190,000; AID 1665, 2009;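 active = nuclear translocation activity above 50% at 5 µM, with a well cell count of 50 or more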;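 note: per-cell ratio of nuclear to cytoplasmic median beta-catenin stain intensity; plate controls were DMSO negative control for no effect and GSK-3 inhibitor IX positive control for full effect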
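Assay system: human HeLa cells, native beta-catenin; doses: 5 µM primary, 0.02–20 µM confirmation; incubation: compound treatment 24 h, 37°C, 5% CO2; technique: fluorescence imaging of beta-catenin antibody stain plus DAPI; measure: % activation, nuclear-to-cytoplasmic median beta-catenin signal ratio per cell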
Autophagy mod – autophagy modulators in MEF cells, primary screen, imaging, high-content, MEF GFP-LC3; MEF GFP-LC3 puncta imaging; test concentration mostly 10 µM; calls only at 10 µM (by protocol); hit rate 0.98% among 190,000; AID 463193, 2010;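 active = percentage of spot-positive cells more than 3 SD above its plate mean, without a fluorescence outlier flag or 80% toxicity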;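 note: spot-positive cell cutoff set from DMSO-treated cells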
MT stabilizer – microtubule stabilizers in HeLa cells, primary screen, imaging, high-content imaging | HeLa tubulin immunostaining HCS, 24 h; share of cells brighter than vehicle mean+2SD | AID 2205, 2009 | hit rate 0.83% among 200,000 | % tubulin-high responders, % at 10 µM;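 active = plate Z-score above 3 for both tubulin-high and condensed-nucleus cell shares, with cell loss under 80%, at 10 µM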;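 note: anti alpha tubulin signal scored within the nucleus-defined area of each cell; some results filed as inactive read as strong as hits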
Yfh1-depleted yeast – enhancers of respiration in Yfh1-depleted yeast, dose response, Friedreich's ataxia, plus single-dose screen (AID 1465); S. cerevisiae Yfh1-off respiration, WST-1 reduction, 72 h; higher fold induction means a stronger effect; one-dose fold induction at 50 µM; EC50 in µM for titrated hits; hit rate 0.074% among 220,000;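 active = fold induction of absorbance versus untreated yeast above a set limit, then at least 30% activation at any dose in follow-up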;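 note: activators that raise dye reduction in frataxin-depleted yeast; strong numbers were not always called active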
Ins promoter up – insulin promoter activators in MIN6 cells, imaging, high-content screening, mouse beta cells. MIN6 insulin promoter-GFP reporter; hits give high values. z-score at 5 µM. hit rate 0.3% among 190,000. AID 1625, 2009;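 active = z-score above 3 at 5 µM with at least 500 cells counted in the well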
Dynein cargo inh – inhibitors of GR-EGFP nuclear translocation, primary screen, dynein cargo transport inhibitor project, imaging, high-content, 3617.4 mouse cells. test concentration mostly 20 µM; stimulated with dexamethasone, 1 µM; hits give low values. z-score, hits read low. hit rate 0.47% among 220,000. AID 1381, 2008;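 active = plate z-score of nuclear minus cytoplasmic receptor signal below a set negative limit, without overly bright fluorescence or cell loss, cut at about -3.5 in these data, passing the limit was not always enough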;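 note: z-score of nuclear minus cytoplasmic ring GR-EGFP intensity difference per well; some compounds called inactive have numbers as strong as hits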
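medium = tetracycline-free induction medium containing charcoal-stripped FBS | also added = 1.0 µM final dexamethasone stimulus | schedule = 48 h induction, 1 h compound, 30 min dex at 37 °C | technique = fixed, Hoechst-stained cells imaged at 10x for EGFP | measure = GR-EGFP nuclear translocation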
NOD2 inhibition – NOD2 signaling inhibitors, cell-based, luminescence, uHTS, HEK293 (AID 1566); one-dose inhibition, % at 4 µM; EC50 in µM for titrated hits; hit rate 0.63% among 290,000; HEK293 NOD2/NF-kB luciferase reporter, luminescence; higher % means a stronger effect; in the data active = inhibition above about 50%; note: many of its hits are not listed in these tables
WT yeast gro inh mutant strain – also measured in WT yeast gro inh; calls as there; inhibition, %; mitochondrial fusion phenotypic screen, mutant strain inhibition
Dynein cargo inh cytoplasmic EGFP – recorded beside Dynein cargo inh, whose call it bears; z-score; measured here: cytoplasmic GR-EGFP intensity; hits give high values
Dynein cargo inh nuclear GR-EGFP – second read-out of Dynein cargo inh, no call of its own (marks repeat the call); z-score; measured here: nuclear GR-EGFP intensity;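 lower value marks the stronger effect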
Dynein cargo inh cell count – recorded beside Dynein cargo inh, whose call it bears; z-score; measured here: cell count per field
Ins promoter up cell count – second read-out of Ins promoter up, no call of its own (marks repeat the call); cell count; measured here: cytotoxicity, nuclei count;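 total cells summed across four imaged fields per well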
Lipid droplet cells 6.5 µM – also measured in Lipid droplet; calls as there; cell count; measured here: cell count, cytotoxicity flag;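 cells counted across two imaged fields per well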
bCat nuc transl cell count 5 µM – also measured in bCat nuc transl; calls as there; cell count; measured here: cell count, cytotoxicity flag
MT stabilizer Hoechst-high % – further read-out of MT stabilizer, marked with its call; % Hoechst-high responders; measured here: nuclear condensation Hoechst responders;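 share of cells brighter than vehicle mean plus two SD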
MT stabilizer cytotoxicity % – second read-out of MT stabilizer, no call of its own (marks repeat the call); toxicity, %; measured here: cytotoxicity by cell density;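 0% = mean cell density of plate MIN control wells and 100% = no cells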
Autophagy mod cell loss 18 h – second read-out of Autophagy mod, no call of its own (marks repeat the call); toxicity, %; measured here: cell loss, nuclei count;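 cell loss after 18 h compound exposure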
An asterisk follows results filed as active; i = inactive; / = not tested or not shown; + = active, no number. An excerpt, so the mix of outcomes need not match the whole.

SMILES	Lipid droplet	Lipid droplet cells 6.5 µM	Autophagy mod cell loss 18 h	Ins promoter up cell count	MT stabilizer cytotoxicity %	bCat nuc transl	Yfh1-depleted yeast	Dynein cargo inh nuclear GR-EGFP	Autophagy mod	MT stabilizer Hoechst-high %	MT stabilizer	Dynein cargo inh	Ins promoter up	Dynein cargo inh cytoplasmic EGFP	NOD2 inhibition	Dynein cargo inh cell count	WT yeast gro inh	WT yeast gro inh mutant strain	bCat nuc transl cell count 5 µM
CN(C)CCSc1nnc(-c2ccccc2)o1	8	731	-7	1822	1.6	-1.2	i	0.79	i	2.1	3.5	0.7	0.03	-0.03	-44%	-0.13	-2	2	1060
Nc1nnc(SCc2cc3c(cc2Cl)OCO3)s1	-14	663	0	1817	6.1	1.7	i	0.33	i	1.6	3.2	0.13	-0.5	-0.19	7%	-0.79	1	-8	1099
COC(CC(=O)NNC(=S)Nc1ccccc1)OC	-4	707	1	1207	4.5	-4.4	i	0.29	i	2.7	2.2	0.19	-0.13	-0.22	14%	-0.78	-9	6	1041
CCCn1c(SCC(=O)NC2CCCc3ccccc32)n[nH]c1=O (stereo not drawn)	-12	683	6	1328	8.6	-3.6	i	0.27	i	2.5	4.3	-0.011	0.09	-0.32	18%	0.11	-9	18	1038
CC(=O)NC(CC(=O)N(C)Cc1c(F)cccc1Cl)c1ccccc1 (stereo not drawn)	-7	707	7	1691	5.3	-5.9	i	0.32	i	2.1	2.2	0.55	1.4	-0.2	36%	-0.82	-13	-25	1101
Cn1c(=O)[nH]c(=O)c2c1nc(NCCCn1ccnc1)n2Cc1cccc(Br)c1	-3	762	5	999	9.5	-0.6	i	-0.21	i	2.0	2.1	1.3	-0.56	-0.29	2%	0.42	-18	-11	1155
CC(C)(C)N(CC#CCC(O)(c1ccccc1)c1ccccc1)CCO	0	711	/	1432	/	-0.8	i	-0.22	/	/	/	0.12	-0.3	-0.22	18%	-0.033	/	/	1063
CC(=O)Oc1ccc(C(=O)Nn2cnnc2)cc1	/	/	0	/	8.1	/	i	-0.69	i	2.5	3.8	-0.96	/	-0.081	/	1.2	/	/	/
O=C(NCCO)c1ccc2nc(-c3ccco3)c(-c3ccco3)nc2c1	-2	792	9	934	0.1	-7.4	i	-0.35	i	1.9	3.5	-1.1	-0.26	-0.07	-1%	0.32	-11	-6	1230
CCCCN(Cc1ccco1)C(=O)Cn1ncc2c(=O)oc3ccc(C)cc3c21	/	/	6	952	7.2	/	i	0.56	i	4.0	2.4	0.95	-0.07	-0.12	6%	-0.45	5	-8	/
Cc1nc(NC(=O)/C=C/c2ccccc2)sc1C(=O)NCCO	31	650	5	1493	3.9	-0.1	i	0.099	i	1.2	4.3	1.2	-0.13	-0.36	-19%	-0.43	-14	9	1519
CCOC(=O)c1ccc(N=CC2=C(O)CC(C)(C)CC2=O)cc1	/	/	-3	1440	13	-1.9	i	0.047	i	2.9	2.6	-0.89	0.46	0.93	-4%	0.4	-31	-8	935
CCOc1ccccc1NC(=O)CSc1nnc(-c2ccccn2)n1Cc1ccco1	/	/	25	882	9.9	-0.7	i	-0.72	i	3.2	3.0	-0.7	0.91	-0.37	6%	0.45	-2	-8	834
COc1ccccc1CNC(=O)c1cc(-c2cccnc2)nc2ccccc12	0	700	-11	1364	9.3	-0.1	i	-0.63	i	2.6	2.0	-0.1	-1	-0.2	19%	0.86	-8	-8	1126
O=C(CSc1ncnc2c1oc1ccccc12)Nc1ccccc1F	/	/	/	959	4.9	-1.4	i	-0.27	/	2.3	5.7	-0.55	0.52	-0.21	6%	0.4	-11	-12	1190
COc1cccc(N2C(=O)CC(N3CCc4ccccc43)C2=O)c1 (stereo not drawn)	4	726	-3	1973	7.9	-3.1	i	-0.56	i	1.9	2.5	-1.4	1.8	-0.18	-6%	0.12	3	-4	1166
COc1ccc(Nc2oc(-c3ccc(Cl)cc3)nc2C#N)cc1	/	/	19	1594	62*	63*	i	-0.65	i	8.1*	39*	-0.77	-0.24	-0.26	-112%	0.37	14	-18	670*
COCCNC(=O)CSc1nnc(-c2ccccc2)c(-c2ccccc2)n1	1	668	6	1256	3.9	-1.6	i	0.013	i	2.8	5.9	-0.73	0.69	-0.24	13%	0.13	-5	10	1076
O=c1cc(O)c(-c2ccc(Cl)c(Cl)c2)c(Cl)[nH]1	-4	736	-5	1361	0.9	-1.6	/	0.46	i	3.7	4.0	0.86	0.84	-0.27	4%	-0.054	-11	5	1125
CCOC(=O)C1(Cc2ccccc2C(F)(F)F)CCN(Cc2ccc(COC)o2)CC1	-10	667	16	1235	6.9	-0.6	i	-0.34	i	1.2	3.4	-0.88	-1.9	-0.24	-9%	0.33	17	2	1209
CCOC(=O)c1sc(NC(=O)CCCCCN2C(=O)c3cccc4cccc(c34)C2=O)nc1C	/	/	9	/	9.1	/	i	-0.7	i	3.9	5.3	-0.35	/	-0.22	-34%	0.85	19	11	/
Cc1cc2nc(-c3ccc(NC(=O)c4cccnc4)cc3)oc2cc1C	/	/	30	/	4.4	/	i	0.26	i	7.2	7.3	-0.25	/	-0.15	-20%	0.66	31	41	/
O=C(NCc1cccnc1)C1CCN(S(=O)(=O)N2CCOCC2)CC1	/	/	-3	1194	4.9	-0.7	i	-0.015	i	2.0	4.2	-0.35	0.68	-0.31	10%	0.2	-22	-10	751
O=C(O)c1ccc(N2C(=O)c3cccc4c(C(=O)O)ccc(c34)C2=O)cc1	3	699	-4	1573	6.1	-1.1	i	-0.35	i	1.4	4.0	-0.6	-0.16	-0.24	1%	0.81	-6	-19	1088
C=C(C)CSc1nc2c(cc1C#N)CCC2	/	/	9	1332	11	-3.4	i	0.7	i	2.6	3.8	1.8	0.35	-0.43	11%	-0.67	10	9	1114
COc1ccccc1Nc1c2c(nc3ccc(N)cc13)CCCC2	15	719	/	/	/	0.8	i	0.8	/	/	/	-0.17	/	-0.095	6%	-0.98	/	/	1170
O=C(Nc1ccc(S(=O)(=O)Nc2nccs2)cc1)c1cccc(S(=O)(=O)N2CCOCC2)c1	1	682	/	997	/	0.8	i	1.3	/	/	/	1	1.1	-0.21	11%	-1.7	/	/	1289
CC(C)[C@H]1C=C(C(=O)O)O[C@@H](OCCCCO)C1	23	669	/	1082	/	1.1	i	-0.12	/	/	/	-0.41	0.06	-0.79	12%	0.35	/	/	1392
COCCn1cnnc1SCC(=O)Nc1ccccc1C(=O)Nc1ccc2c(c1)OCO2	-3	808	-3	1253	8.2	1.3	i	0.49	i	2.7	5.9	-0.15	0.45	-0.11	-1%	-0.52	-2	-13	1168
CCOc1ccc(NC(=O)CC2C(=O)N(C)C(=S)N2CCCc2ccccc2)cc1 (stereo not drawn)	-5	642	0	1281	11	-1.8	i	0.96	i	2.6	1.7	1.7	-0.45	-0.22	-5%	-1.4	14	-5	546
C=CCn1c(SCC(=O)c2ccc(Cl)cc2)nnc1-c1ccc2c(c1)OCO2	36	719	-1	1164	10	-1.7	i	0.42	i	2.6	4.4	-0.33	0.76	-0.27	-9%	0.26	-5	-1	491
CC(C)CCN1CC(C(=O)NCc2ccccc2)CC1=O (stereo not drawn)	-16	709	-2	/	13	-0.5	i	0.0053	i	2.9	1.4	-0.52	/	-0.24	11%	-0.55	-2	2	1032
CC1(C)CNC(=O)c2sc(NC(=O)CN3CCOCC3)nc2C1	1	756	-3	1220	2.9	/	i	1.8	i	1.4	2.5	2.2	-0.06	-0.21	-12%	-0.72	3	-9	/
Cc1nc(NC(=O)COc2ccc(Cl)cc2)sc1C(=O)N(C)C	1	652	15	1220	11	-2.4	i	0.25	i	2.6	1.6	0.063	0.53	-0.19	12%	-0.82	2	0	531
CC1CC(C)CN(CCCNC(=O)CC2Oc3ccccc3NC2=O)C1 (stereo not drawn)	/	/	-4	886	0.8	/	i	0.2	i	1.9	7.9	-0.056	-1.1	-0.14	11%	-0.3	-3	-4	/
Cc1cc2nnc(SCC(=O)NCc3cccs3)n2c2ccccc12	-1	638	7.4*	1886	43*	45	i	0.9	+	17*	42*	2	-0.63	-0.15	-17%	-1.2	5	-8	429
O=C(CN1CCC(n2nnc3cc(C(F)(F)F)ccc32)CC1)NNC(=O)c1ccco1	8	720	-6	1698	8.3	-0.2	i	0.045	i	1.9	2.3	-0.78	-0.5	-0.18	22%	0.72	-17	-6	979
